From PubChem BioAssay
NALP1 yeast inh – NALP1 inflammasome inhibitors in reconstituted yeast, colorimetric, S. cerevisiae, triplicate retest. inhibition, % at 10 µM. S. cerevisiae NALP1/ASC/caspase-1 growth, X-gal OD620, 72 h. hit rate 0.61% among 280,000; in the data active means inhibition mostly above about 24%, no sharp cut-off; inactive means mostly below about 32%; further: some compounds called inactive have numbers as strong as hits
M18AAP inhibitor – PfM18AAP inhibitors, malaria aminopeptidase, primary screen, biochemical, QFRET, recombinant enzyme; AID 1822, 2009; H-Glu-NHMec fluorogenic cleavage; M18 aspartyl aminopeptidase (Plasmodium falciparum 3D7); inhibition, % at 7.35 µM; hit rate 1.2% among 290,000;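 active means inhibition above the campaign mean inhibition over all tested compounds plus 3 SD, cut at about 28% in these data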;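 further: 0% = plate median of test compound wells and 100% = 2 mM ZnCl2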
MEKK3 PB1 HTS – modulators of MEKK3-MEK5 PB1 binding, primary screen, biochemical, wildtype MEKK3, multiplex bead flow cytometry, Alexa488-MEK5; Mitogen-activated protein kinase kinase kinase 3 (Homo sapiens), Q99759; bead-based flow cytometry, Alexa488-MEK5 binding to MEKK3; actives lie on both sides; 0 = blocked by unlabeled MEK5, 100 = vehicle; binding response (% of control), % at 10 µM; hit rate 1.4% among 290,000;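 active means binding response more than 3 SD above or below the average of its plate-row segment, actives on both sides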;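 further: Alexa488 bead fluorescence after subtracting the streptavidin-only scavenger bead signal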
Target sequence (Q99759 whole entry, looked up): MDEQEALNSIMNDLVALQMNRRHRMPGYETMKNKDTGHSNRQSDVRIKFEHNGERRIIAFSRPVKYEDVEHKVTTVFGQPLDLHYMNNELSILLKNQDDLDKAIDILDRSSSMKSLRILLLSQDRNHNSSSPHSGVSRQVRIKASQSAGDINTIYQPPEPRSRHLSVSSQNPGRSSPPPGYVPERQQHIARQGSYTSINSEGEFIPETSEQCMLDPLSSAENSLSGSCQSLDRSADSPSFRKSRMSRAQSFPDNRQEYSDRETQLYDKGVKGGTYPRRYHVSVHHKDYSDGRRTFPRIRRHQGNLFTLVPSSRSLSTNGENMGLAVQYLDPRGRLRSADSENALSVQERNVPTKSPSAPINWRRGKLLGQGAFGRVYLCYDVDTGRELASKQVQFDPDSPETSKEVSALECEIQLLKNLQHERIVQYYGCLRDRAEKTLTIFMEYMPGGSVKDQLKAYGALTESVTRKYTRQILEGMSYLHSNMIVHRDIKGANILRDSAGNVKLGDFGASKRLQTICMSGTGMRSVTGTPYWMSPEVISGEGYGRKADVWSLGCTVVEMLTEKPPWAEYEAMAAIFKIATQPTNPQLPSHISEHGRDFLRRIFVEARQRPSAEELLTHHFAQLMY
MEKK2mut PB1 HTS – MEK5 binding signal on mutant MEKK2 PB1, primary screen, biochemical, multiplex bead flow cytometry, Alexa488-MEK5; hit rate 0.35% among 290,000; percent response, % at 10 µM; Alexa488-MEK5 binding to MEKK2 mutant; in the data active means percent response above about 24%, passing the limit was not always enough; further: inactives centre near 1; some results filed as inactive read as strong as hits; reference of the scale not given here
GPR7 antag – GPR7 receptor antagonists, primary screen, cell-based, fluorescence, single concentration; GPR7-expressing cells, fluorescence antagonist assay; Neuropeptides B/W receptor type 1 (Homo sapiens), P48145; hit rate 1.1% among 290,000; AID 1861, 2009; inhibition, % at 4.4 µM; in the data active means inhibition above about 16%, passing the limit was not always enough;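 further: cells stimulated with the agonist NPW; 0% = agonist with vehicle and 100% = vehicle without agonist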
FID counter – compounds displacing fluorescent DNA intercalator, primary screen, artefact control for HCV NS3 helicase inhibitor project, biochemical, FID fluorescence. DNA fluorescent intercalator displacement. inhibition, % at 7.9 µM. hit rate 0.17% among 290,000. AID 1845, 2009; in the data active means inhibition above about 37%;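 further: 0% = vehicle and 100% = reference compound; higher means more ethidium bromide displaced from hairpin DNA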
OXTR agonist – human OXTR agonists, primary screen, fluorescence, CHO-OTR cells, Fluo-8 calcium | activation, % at 3 µM | AID 2435, 2010 | hit rate 0.32% among 320,000 | Oxytocin receptor (Homo sapiens), P30559 | Fluo-8 calcium fluorescence; normalized: DMSO 0%, oxytocin 100%;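 active means activation above the mean of all tested compounds plus 3 SD, cutoff set per screening run, cut at about 20% in these data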;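 further: peak over basal fluorescence ratio from a 100 s FLIPR kinetic read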
Target sequence (P30559 whole entry, looked up): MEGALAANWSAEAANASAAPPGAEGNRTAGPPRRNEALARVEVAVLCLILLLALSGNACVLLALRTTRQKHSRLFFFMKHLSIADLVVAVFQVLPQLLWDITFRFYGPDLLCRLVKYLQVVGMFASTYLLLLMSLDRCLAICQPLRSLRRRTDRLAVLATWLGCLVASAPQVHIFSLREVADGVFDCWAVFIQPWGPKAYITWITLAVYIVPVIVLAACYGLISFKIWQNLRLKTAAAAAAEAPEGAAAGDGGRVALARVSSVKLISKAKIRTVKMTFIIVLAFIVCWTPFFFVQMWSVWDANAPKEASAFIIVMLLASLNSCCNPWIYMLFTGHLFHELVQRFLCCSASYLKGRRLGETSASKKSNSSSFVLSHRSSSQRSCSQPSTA
PHOSPHO1 inh – PubChem AID 1565. Phosphoethanolamine/phosphocholine phosphatase (Homo sapiens), Q8TCT1. recombinant PHOSPHO1, absorbance phosphatase assay. inhibition, % at 13.3 µM. hit rate 1.1% among 290,000; in the data active means inhibition above about 60%
MEKK2wt PB1 HTS – modulators of MEK5 binding to wildtype MEKK2, primary screen, biochemical, multiplex bead flow cytometry, Alexa488-MEK5; Alexa488-MEK5 binding to MEKK2 WT; actives lie on both sides; binding response (% of control), % at 10 µM; hit rate 1.1% among 290,000; AID 1531, 2009; in the data active means binding response below about 67% or above about 130%
* hit, by the source's call; x = no result given.

#	Molecule	NALP1 yeast inh	M18AAP inhibitor	MEKK3 PB1 HTS	MEKK2mut PB1 HTS	GPR7 antag	FID counter	OXTR agonist	PHOSPHO1 inh	MEKK2wt PB1 HTS
1	CCOc1ccc(N(CCC#N)S(=O)(=O)c2ccc(OC)cc2)cc1	1	3	88	-6	-12	-13	2.6	38	93
2	Cc1cc(C(F)(F)F)nc(SCC(=O)Nc2nccs2)n1	13	-7	99	0	6	-9	0.6	38	103
3	COc1cc(OC)cc(-c2nnc(SCC(=O)N3CCCC3)o2)c1	20	9	98	-2	-12	-14	1.2	17	100
4	Cc1ccc(C)c(N2CCN(C(=S)NC3CCCCC3)CC2)c1	22	-3	108	-1	-4	-3	-0.2	11	100
5	CC(=O)NS(=O)(=O)c1ccc(N=c2ssc3c2-c2cc(C)c(C)cc2NC3(C)C)cc1	18	6	101	-2	1	-21	-0.6	4	99
6	CC(C)c1c(C(=O)N/N=C/c2cccnc2)nnn1-c1nonc1N	8	-4	101	4	0	-16	0.5	22	101
7	Cc1nnc2sc(-c3ccc(N(C)C)cc3)nn2c1=O	5	5	99	1	-3	-8	x	23	96
8	O=C(CSc1nc(O)c(Cc2ccccc2)c(=O)[nH]1)Nc1nc2c(s1)CCCC2	2	-12	93	-4	-11	-11	0.5	35	96
9	COc1ccc([N+](=O)[O-])cc1NC(=O)Cc1noc2ccc(C)cc12	-11	0	102	0	1	-1	3.2	7	103
10	CCO[C@H]1OC(C(=O)Nc2ccccc2)=C[C@@H](c2csc3ccccc23)[C@@H]1CCCO	13	-3	106	5	2	-24	0.7	30	103
11	O=C(c1ccccc1Cl)N1CCC(O)(c2cccnc2)CC1	-2	-1	100	-2	-9	1	0.6	-6	99
12	COc1ccc(NC(=O)Cn2c(=O)sc3ccccc32)c(OC)c1	39*	5	97	-1	-7	-6	0.7	6	100
13	CC(CN1CCCCC1)OC(=O)c1ccco1 (stereo unspecified)	-13	-2	99	1	-8	-5	1.3	42	100
14	CC1=CC(=O)OC1Cc1ccncc1 (stereo unspecified)	12	4	116	20	0	-4	0.9	8	122
15	O=C(Oc1ccc(C(=S)N2CCCCC2)cc1)c1ccccc1F	11	-13	100	2	0	-5	-0.9	18	99
16	Cc1ccc(C(=O)N=c2sccn2C)o1	0	5	102	3	-12	-4	-0.4	15	100
17	CCN(CC)CCNC(=O)c1cc(-c2ccc(Br)s2)nc2ccccc12	18	8	100	43*	31	24	2.9	23	141*
18	CCC(=O)N(Cc1ccco1)C1CC(=O)N(c2ccccc2)C1=O (stereo unspecified)	18	18	100	0	-14	-7	-0.1	-6	101
19	O=C(c1ccc(Cl)c(F)c1F)N1CCOCC1	14	-12	101	13	-9	1	0.2	-12	98
20	CCn1c(SCC(=O)Nc2nc(C)cs2)nnc1-c1ccoc1C	8	-10	97	-2	4	-18	-1.1	-3	97
21	CCC/C(O)=N\S(=O)(=O)c1ccc(N=NN(C)C)cc1	6	-8	89	2	-3	-3	0.5	-35	99
22	CC(=O)N1c2ccc(S(=O)(=O)NCC3CCC(C(=O)NCc4ccccc4)CC3)cc2CC1C (stereo unspecified)	-13	6	98	2	-13	-55	2.9	59	95
23	O=C(/C=C/c1ccc(F)cc1)NC(=S)N1CCN(Cc2ccccc2)CC1	13	-4	102	-1	-3	-26	-2.0	-78	100
24	O=C(NCc1ccc(Cl)cc1)C1CCN(c2nnc(N3CCCC3=O)s2)CC1	2	-3	102	-3	17	-7	-0.1	-4	97
25	O=C(Nc1ccc(N2CCOCC2)cc1)Nc1cnsn1	29	15	101	5	3	3	2.2	-8	108
26	COc1ccc(-c2c(C)oc3c(CN4CCN(CCO)CC4)c(O)ccc3c2=O)cc1OC	5	4	x	x	-9	2	-0.9	17	x
27	O=C(c1cc2cc(F)ccc2[nH]1)N1CCN(C(=O)c2ccco2)CC1	21	4	104	12	-7	-22	0.1	2	109
28	CCOCCCNC(=S)NC1CC2CCC(C1)N2Cc1ccccc1 (stereo unspecified)	6	-9	105	-8	3	16	1.2	-10	98
29	Cc1ccc(S(=O)(=O)N2CCCC2c2nc3ccccc3s2)cc1 (stereo unspecified)	5	2	103	3	-11	-8	-1.6	32	102
30	CCOc1ccc(NC2OC(CO)C(O)C(O)C2O)c([N+](=O)[O-])c1 (stereo unspecified)	-3	1	104	-3	0	-1	-0.7	16	103
31	N#Cc1ccsc1NC(=O)CSc1nnnn1-c1ccc(O)cc1	6	4	99	-5	-10	-2	6.8	32	90
32	COc1cc(S(=O)(=O)NC2CCCCC2C)ccc1-n1cnnn1 (stereo unspecified)	0	1	97	-10	-2	-5	10	25	87
33	CN1CCN(c2ccccc2NC(=O)COc2ccccc2)CC1	22	2	104	5	22*	1	-0.1	-11	115
34	Cc1cc(CNC(=O)CC2C(=O)NCCN2Cc2ccccc2)nn1C (stereo unspecified)	9	2	101	7	-12	-14	1.2	12	106
35	Cc1ccc(NC(=O)c2sc3nc[nH]c(=O)c3c2C)c(C)c1	12	-1	101	-6	14	-3	-0.3	5	102
36	Cc1[nH]c(N=Nc2ccccc2)nc1N=Nc1ccccc1	-11	4	103	5	-14	-11	-2.6	37	80
37	CSc1nc2nccc(-c3ccc(-c4ccccc4)cc3)n2n1	-15	-5	100	4	-5	-8	-1.7	5	97
38	CCC1=NN(C(=O)c2ccc(Br)cc2)C(O)(c2ccc(C)cc2)C1 (stereo unspecified)	27	-3	106	4	-16	-6	-2.5	11	104
39	Cc1cc(C)nc(/N=C(\N)Nc2ccc(SC(F)F)cc2)n1	x	-7	98	2	64*	-2	32*	11	100
40	COc1ccc(S(=O)(=O)N(C)CC(=O)NCc2cccnc2)cc1	4	12	110	2	-2	-2	0.2	-11	107

Fetched one by one from the entries so far, 2 records:
#	Molecule	NALP1 yeast inh	M18AAP inhibitor	MEKK3 PB1 HTS	MEKK2mut PB1 HTS	GPR7 antag	FID counter	OXTR agonist	PHOSPHO1 inh	MEKK2wt PB1 HTS
13	CC(CN1CCCCC1)OC(=O)c1ccco1 (stereo unspecified)	-13	-2	99	1	-8	-5	1.3	42	100
38	CCC1=NN(C(=O)c2ccc(Br)cc2)C(O)(c2ccc(C)cc2)C1 (stereo unspecified)	27	-3	106	4	-16	-6	-2.5	11	104

(listing goes on)
#	Molecule	NALP1 yeast inh	M18AAP inhibitor	MEKK3 PB1 HTS	MEKK2mut PB1 HTS	GPR7 antag	FID counter	OXTR agonist	PHOSPHO1 inh	MEKK2wt PB1 HTS
41	CC(C)Cn1c(C(C)C)nc([N+](=O)[O-])c1S(=O)(=O)c1ccc(F)cc1	2	9	104	5	-8	-12	-1.3	18	104
42	O=C(C1CCCN(c2ncccn2)C1)N1CCc2ccccc21 (stereo unspecified)	-13	-1	102	3	-4	-24	-0.7	-18	110
43	CCC(C(=O)NC1CCCC1)N(C(=O)c1snc(C(N)=O)c1N)c1ccc2c(c1)OCCO2 (stereo unspecified)	16	4	106	4	-4	-2	-1.1	-6	101
44	Cc1ccc(O)c(C2=NNC(c3ccc(Cl)cc3)C2)c1 (stereo unspecified)	-7	-9	97	-5	-9	-9	-2.6	27	93
45	COc1ccccc1OCC(=O)Nc1ccccc1C(=O)N1CCCC1	6	4	105	1	-6	-11	0.6	28	101
46	Cc1ccc(NC2=NC(=S)N(CC#N)C23CCCCC3)cc1	-70	-10	106	2	-11	-7	-1.8	20	104
47	COc1ccc(/C=N/NC(=O)C(C)N(c2ccc(OC)cc2)S(C)(=O)=O)cc1 (stereo unspecified)	3	-9	105	1	0	-20	-0.2	-13	106
48	COc1cccc(NC(=O)CSc2nc3ccccc3cc2Cc2ccccc2)c1	2	2	103	-2	6	-2	4.0	46	102
49	Cc1ccc(C)c(NS(=O)(=O)c2cc(C(=O)NCc3ccncc3)ccc2C)c1	-4	-3	101	8	8	-13	2.3	11	105
50	COCCNC(=O)/C(C#N)=C1\N=C(N)c2ccccc21	11	-4	102	-1	-5	0	3.2	21	101
51	CCOc1ccc(Br)cc1S(=O)(=O)Nc1cccc(S(=O)(=O)N(C)C)c1	16	-3	93	-2	-1	-21	4.1	-5	97
52	CSCCC(NC(=O)c1ccccc1)C(=O)OCC(=O)N(C)CCC#N (stereo unspecified)	13	-5	103	-3	3	-1	0.1	37	99

Given with values under each structure: 7 of the compounds above
Order of results – NALP1 yeast inh	M18AAP inhibitor	MEKK3 PB1 HTS	MEKK2mut PB1 HTS	GPR7 antag	FID counter	OXTR agonist	PHOSPHO1 inh	MEKK2wt PB1 HTS
43. CCC(C(=O)NC1CCCC1)N(C(=O)c1snc(C(N)=O)c1N)c1ccc2c(c1)OCCO2 (stereo unspecified)
 : 16	4	106	4	-4	-2	-1.1	-6	101
44. Cc1ccc(O)c(C2=NNC(c3ccc(Cl)cc3)C2)c1 (stereo unspecified)
 : -7	-9	97	-5	-9	-9	-2.6	27	93
45. COc1ccccc1OCC(=O)Nc1ccccc1C(=O)N1CCCC1
 : 6	4	105	1	-6	-11	0.6	28	101
46. Cc1ccc(NC2=NC(=S)N(CC#N)C23CCCCC3)cc1
 : -70	-10	106	2	-11	-7	-1.8	20	104
47. COc1ccc(/C=N/NC(=O)C(C)N(c2ccc(OC)cc2)S(C)(=O)=O)cc1 (stereo unspecified)
 : 3	-9	105	1	0	-20	-0.2	-13	106
48. COc1cccc(NC(=O)CSc2nc3ccccc3cc2Cc2ccccc2)c1
 : 2	2	103	-2	6	-2	4.0	46	102
49. Cc1ccc(C)c(NS(=O)(=O)c2cc(C(=O)NCc3ccncc3)ccc2C)c1
 : -4	-3	101	8	8	-13	2.3	11	105

Three compounds from above, arranged by their value in NALP1 yeast inh, largest number first.
cpd	SMILES	NALP1 yeast inh	M18AAP inhibitor	MEKK3 PB1 HTS	MEKK2mut PB1 HTS	GPR7 antag	PHOSPHO1 inh	MEKK2wt PB1 HTS
43	CCC(C(=O)NC1CCCC1)N(C(=O)c1snc(C(N)=O)c1N)c1ccc2c(c1)OCCO2 (stereo unspecified)	16	4	106	4	-4	-6	101
41	CC(C)Cn1c(C(C)C)nc([N+](=O)[O-])c1S(=O)(=O)c1ccc(F)cc1	2	9	104	5	-8	18	104
44	Cc1ccc(O)c(C2=NNC(c3ccc(Cl)cc3)C2)c1 (stereo unspecified)	-7	-9	97	-5	-9	27	93
